Compound activity deposited in PubChem by National Center for Advancing Translational Sciences (NCATS).
RXFP1 antag: qHTS Assay for Antagonists of the Relaxin Receptor RXFP1; hit rate 0.59% among 350,000; HEK293-RXFP1, relaxin-stimulated cAMP HTRF, 30 min; active compounds read low; activity change, negative = inhibition, % at 57.5 µM; Relaxin receptor 1 (Homo sapiens), Q9HBX9;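 active = activity change of -60% or lower, but not beyond a set lower limit; inconclusive = change between -60% and -40%, or beyond the set limit; inactive = change above -40%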; also: % is scaled to controls: 0 for no effect and ±100 for the full control effect
Target sequence (Q9HBX9 whole entry, looked up): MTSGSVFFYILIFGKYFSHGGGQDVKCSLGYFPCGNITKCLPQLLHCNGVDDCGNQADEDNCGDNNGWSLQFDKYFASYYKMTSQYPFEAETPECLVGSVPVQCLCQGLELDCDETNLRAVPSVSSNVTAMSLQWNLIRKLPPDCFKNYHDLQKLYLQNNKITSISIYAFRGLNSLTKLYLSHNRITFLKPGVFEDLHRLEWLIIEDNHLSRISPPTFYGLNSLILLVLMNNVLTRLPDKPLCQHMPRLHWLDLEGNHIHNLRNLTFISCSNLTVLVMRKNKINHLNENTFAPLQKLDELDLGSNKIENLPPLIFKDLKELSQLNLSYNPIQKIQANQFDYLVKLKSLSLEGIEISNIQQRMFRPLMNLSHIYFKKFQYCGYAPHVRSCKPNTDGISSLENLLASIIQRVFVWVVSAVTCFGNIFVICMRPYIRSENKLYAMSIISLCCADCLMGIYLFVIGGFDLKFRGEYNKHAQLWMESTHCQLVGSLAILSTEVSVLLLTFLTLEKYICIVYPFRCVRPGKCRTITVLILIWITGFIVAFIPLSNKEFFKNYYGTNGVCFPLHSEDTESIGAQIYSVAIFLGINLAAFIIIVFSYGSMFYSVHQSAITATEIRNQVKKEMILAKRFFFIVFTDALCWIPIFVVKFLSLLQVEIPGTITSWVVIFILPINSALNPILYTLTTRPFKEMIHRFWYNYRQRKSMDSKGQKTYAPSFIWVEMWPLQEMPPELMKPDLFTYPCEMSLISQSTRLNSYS
D2 antagonist: HTS Assay for Allosteric Antagonists of the Human D2 Dopamine Receptor: Primary Screen for Antagonists; D(2) dopamine receptor (Homo sapiens), P14416; HEK293 TREx D2 cells, calcium flux, dopamine EC80; inhibition, % at 10 µM; hit rate 2% among 340,000; in the data active = inhibition above about 30%; also: 0% is about no effect
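Compounds are added to dye-loaded, induced HEK293 T-REx cells coupled to calcium release via D2; after a 3 min kinetic read an EC80 dopamine stimulus is given and fluorescence is recorded for 3 more min.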
RXFP1 agonist: qHTS Assay for Agonists of the Relaxin Receptor RXFP1. HEK293T-RXFP1 cAMP TR-FRET, 30 min; response scale: percent of porcine relaxin response, buffer zero. Relaxin receptor 1 (Homo sapiens), Q9HBX9. Potency, µM (series often up to 57.5 µM), for the others: top-dose activation, usual class: activators. hit rate 0.3% among 370,000; active = well fitted activation curve with a large enough effect; inconclusive = small, poorly fitted or top-dose-only effect; also: potency is read from the fitted curve at half-maximal effect; % is scaled to controls: 0 for no effect and ±100 for the full control effect; nearly all actives have a fitted effect of over 60% in size; many of its hits are not listed in these tables
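Agonist response is measured as cAMP accumulation in an RXFP1-transfected HEK293T line under PDE4 inhibition. Values are scaled between buffer-only and 29 nM porcine relaxin, and EC50s come from standard Hill equation fits.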
D2 ag: HTS Assay for Allosteric Agonists of the Human D2 Dopamine Receptor: Primary Screen for Agonists. activation, % at 2 µM. HEK293 T-REx D2 cells, calcium flux agonist mode. hit rate 0.53% among 340,000. AID 485358, 2010;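 active = activation over 3 SD above normal in the single-dose calcium agonist read, cut at about 30% in these data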; also: 0% is about no effect
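Agonism scored from kinetic calcium signal (1 read/sec, 180 s) following compound pin transfer, after a 10 s baseline. Cells: HEK293 Trex line expressing inducible D2 receptor coupled to calcium, dye-loaded after overnight culture at 30 C.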
TRHR PAM: qHTS for Small Molecule Agonists and Allosteric Enhancers of Human TRH Receptor: Primary Screen for Enhancers; Thyrotropin-releasing hormone receptor (Homo sapiens), P34981; TRHR cells, fluo-8 calcium fluorescence, EC20 TRH enhancement; enhancement, % at 2 µM; hit rate 0.66% among 360,000; in the data active = enhancement above about 30%; also: 0% is about no effect
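TRHR-expressing cells loaded with fluo-8 calcium dye were read kinetically (ex 480/em 530) during compound addition, then stimulated with an EC20 of TRH (10 nM final). Enhancement of the Gq-mediated intracellular calcium response was scored.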
D2 PAM: HTS Assay for Positive Allosteric Modulators of the Human D2 Dopamine Receptor: Primary Screen for Potentiators | potentiation, % at 10 µM | HEK293 T-REx D2, calcium flux, EC20 dopamine potentiation | hit rate 0.34% among 340,000;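 active = potentiation over 3 SD above the plate norm, cut at about 30% in these data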; also: 0% is about no effect
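Calcium flux readout, no-wash dye, 1 read/s. Inducible HEK293 Trex D2 line, overnight 30 C. Compound alone 180 s (agonist flags), then EC20 dopamine, another 180 s to score potentiation.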
D1 antag: Antagonist of Human D 1 Dopamine Receptor: qHTS; hit rate 3.2% among 360,000; D(1A) dopamine receptor (Homo sapiens), P21728; HEK293 TREx D1 cells, calcium flux, dopamine EC80; active compounds read low; activity change, negative = inhibition, % at 10 µM; in the data active = activity change below about -30%; also: % is scaled to controls: 0 for no effect and ±100 for the full control effect
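Cells carrying a force-coupled, tetracycline-inducible human D1 receptor report calcium flux. Each well gets a 10 s baseline, compound with 180 s monitoring, then an EC80 dopamine stimulus with a second 180 s kinetic read.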
D1 potentiator: Potentiators of Human D1 Dopamine Receptor: qHTS | hit rate 0.036% among 360,000 | HEK293 TREx D1 cells, calcium flux, dopamine EC20 potentiation | D(1A) dopamine receptor (Homo sapiens), P21728 | potentiation, % at 10 µM | AID 504651, 2011; in the data active = potentiation above about 30%; also: 0% is about no effect
D1 ag: Allosteric Agonists of the Human D1 Dopamine Receptor: qHTS; HEK293 T-REx D1 cells, calcium flux, agonist mode; activation, % at 2 µM; hit rate 1% among 360,000; AID 504660, 2011; in the data active = activation above about 30%; also: 0% is about no effect
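Tetracycline-induced HEK293 TREx D1 cells, force-coupled to calcium signalling, were dye-loaded with a no-wash calcium kit. Compound was pin-added after a 10 s baseline. Fluorescence was read kinetically at 1 cycle/s for 180 s, with calcium rises flagged as agonism.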
Numbers without * were called inactive; ? = inconclusive; . = no result given.

The line under a structure holds: RXFP1 antag, D2 antagonist, RXFP1 agonist, D2 ag, TRHR PAM, D2 PAM, D1 antag, D1 potentiator, D1 ag
> CCCCN(C)C(=O)C1CCN(Cc2ccc(OCc3ccccc3)cc2)CC1
  3, ., 0.7%, ., -7, -18, 7, -2, 14
> O=C1NC[C@H](Cc2ccccc2)N(CC2CCCCC2)C1=O
  ., 3, 6.2%, 0.0, -1, -6, -9, -8, 3
> CCC1=C(OC(=O)N(CC)CC)N2C(=O)OC(=NCCOC)[C@]2(Cc2ccccc2)[C@H]2C1=CC[C@H]1C(=O)N(C)C(=O)[C@H]12
  ., -18, -2.2%, -0.2, -4, -9, -10, 4, 0
> CCOc1ccc(CCNC(=O)CS(=O)(=O)Cc2nc(-c3ccccc3F)oc2C)cc1
  -1, -9, -1.0%, -2.1, -3, 5, -17, -2, 15
> CC1(C)CC(NC(=O)c2cccc(S(=O)(=O)Nc3cccc(Cl)c3)c2)CC(C)(C)N1
  8, 7, 1.9%, 0.1, -5, 17, -7, 3, 1
> Cc1ccc(S(=O)(=O)N2CCN(C(=O)/C=C/c3ccccc3)CC2)cc1C
  -7, -7, 0.2%, -1.2, 0, 10, 0, -2, 2
> Cc1ccc(S(=O)(=O)n2c3ccc(F)cc3c3nc(C)sc32)cc1
  ., 9, 0.4%, 4.8, 0, 8, -31*, -4, 2
> C=CCOc1ccc(/C(O)=C2/C(=O)C(=O)N(CCCN3CCOCC3)C2c2ccc(OC)cc2)cc1 (configuration not stated)
  7, 4, 7.3%, -0.8, -3, -3, 10, -1, 2
> CCc1ccccc1NC(=O)COC(=O)C1CC(=O)N(c2ccc(F)cc2)C1 (configuration not stated)
  7, -20, -1.2%, 0.7, 3, 2, 2, -4, 2
> COc1ccc(OC)c(S(=O)(=O)N2CCC(C(=O)NC3CC3)CC2)c1
  -1, 8, -1.1%, -2.9, 2, ., -2, -2, 0
> O=C(C1=C(O)C(=O)N(CCCN2CCOCC2)C1c1ccncc1)c1cc2ccccc2o1 (configuration not stated)
  ., -3, 19%, 0.3, 1, -4, 14, -8, 0
> OCCC1CN(Cc2cccc(-n3cccn3)c2)CCN1Cc1ccccc1 (configuration not stated)
  -4, 58*, -1.1%, 0.2, 12, -22, 20, 14, 2
> O=C(COc1ccc(Br)cc1F)NC1CCN(Cc2ccccc2)CC1
  11, 53*, 2.2%, -0.7, 5, -12, 2, -5, 3
> CCn1nc(CC(=O)Nc2ccc(-n3cnnn3)c(OC)c2)c2ccccc2c1=O
  0, 35*, 9.2%, 1.0, 4, 1, 13, -3, 3
> CC1CCC(=O)N(CCOc2ccccc2)CC1 (configuration not stated)
  ., -9, -0.4%, 0.6, 3, 19, 0, -3, 6
> CCOc1cc(C(=O)N=c2sccn2C)cc(Br)c1OC
  -1, -3, 7.0%, -0.1, -2, -1, 4, 5, 2
> Cn1nnnc1Sc1ncnc2scc(-c3ccc(Br)cc3)c12
  ., ., ., ., -1, ., -24, -3, 8
> O=S(=O)(c1ccc2c(c1)OCCO2)N1CCC(n2nnc3cc(F)ccc32)CC1
  4, 6, -0.3%, -0.3, -3, -6, -4, -7, 5
> O=C(COC(=O)C1(c2ccc(Cl)cc2)CCCC1)NC1CCS(=O)(=O)C1 (configuration not stated)
  -2, -19, -0.7%, 0.1, -15, -9, 12, -2, 2
> CCOC(=O)c1nn(-c2ccc3c(c2)OCO3)cc1O
  -15, ., 0.1%, ., -2, 1, -2, 0, 0
> CCOc1ccc(OCC)c(NC(=O)CCn2c(=O)oc3ccccc32)c1
  -3, -9, 3.0%, 0.5, -2, 6, -3, -4, 2
> O=C(NCCN1CCCCC1)c1ccc(Cn2c(SCc3ccc(F)cc3)nc3cccnc32)cc1
  -7, ., 4.3%, 0.6, -9, -17, -32*, 0, 0
> Cc1nnc(SCC(=O)N2CCN(c3ccccc3F)CC2)n1C1CC1
  5, -5, 1.1%, -0.9, 0, 6, 2, 0, 2
> CC1N=C2c3ccccc3N=C(SCC(=O)NCCc3ccccc3)N2C1=O (configuration not stated)
  6, ., 9.1%, 1.3, 3, 0, -7, 1, -1
> O=C(NCCN1C(=O)S/C(=C\c2cccs2)C1=O)c1ccc(=O)[nH]c1
  ., -4, 0.8%, -0.5, -4, 1, 0, -3, 1
> COc1ccc(C2=NN(CC(=O)NCCc3ccccc3)C(=O)CC2)cc1
  -6, ., 0.0%, 0.2, 6, 9, 6, -4, -1
> CC(=O)Nc1ccc(C(=O)CS(=O)(=O)c2ccc(C)cc2)cc1
  -8, 16, 1.9%, 0.4, 2, -1, 15, 5, 1
> CNC(=S)N1CCC(NC(=O)C(Cc2ccc(OC)cc2)NC(C)=O)CC1 (configuration not stated)
  0, -8, -0.8%, 0.1, -4, -2, -1, -2, 3
> COC(=O)Cc1c(C)nc2nc(-c3cccnc3)[nH]n2c1=O
  -13, 1, -0.4%, -1.3, -2, -3, -7, -1, 0
> Cc1onc(COc2ccccc2O)c1Br
  -4, -11, -0.2%, 0.6, 11, 4, 0, -6, 1
> COc1ccc(-n2cc(-c3ccc4c(c3)OCO4)n(CC(=O)Nc3cccc(C)c3)c2=O)cc1
  -11, ., -3.1%, 0.3, -3, 0, -10, 3, 2
> CCOc1ccccc1C(=O)N1CCc2cc(OC)c(OC)cc2C1COc1ccc(OC)cc1 (configuration not stated)
  ., ., ?, -0.3, -7, 8, 1, 1, 3
> O=C(Nc1cc(Cl)cc(Cl)c1)C(NCCCO)c1ccccc1 (configuration not stated)
  ., -4, 0.6%, 0.0, -3, 4, 9, 11, -4
> COc1ccc(Nc2nc3c(S(=O)(=O)c4ccc(C)cc4)nnn3c3ccsc23)cc1Cl
  -6, ., 12%, 0.7, 3, 1, 2, -5, 0
> COc1ccc(NC(=O)N2CCc3ccccc3C2)cc1
  9, -4, 0.2%, 0.3, 3, 3, 4, 1, 0
> CC1CC(NC(=O)Cc2ccc(Br)cc2)CC(C)(C)C1 (configuration not stated)
  -25, -3, -0.1%, -0.3, -1, -4, -4, -12, 3
> COc1ccc(N/C=C(\C#N)S(=O)(=O)c2ccc(Cl)cc2)c(OC)c1
  0, 4, 0.9%, -0.3, 3, -5, -13, -7, 9
> CC1(C)Cc2c(sc3c2C2=NCCN2C=N3)CO1
  8, -1, 12%, -0.3, -1, -3, -6, 1, 2
> O=C(NNS(=O)(=O)c1ccccc1[N+](=O)[O-])c1cccc(Cl)c1
  ., -23, 4.1%, 51*, -1, -19, -14, 0, 2
> O=C(COC(=O)c1ccc(C(F)(F)F)cc1)NC(=O)NC1CCCC1
  18, -7, 0.4%, 0.0, 1, 8, 25, 5, 0
> COc1ccc(N2CCN(C(CNC(=O)C(C)(C)C)c3cccnc3)CC2)cc1 (configuration not stated)
  3, 7, -1.0%, 0.6, 2, 0, -8, 1, 3
> CCOC(=O)CSc1nc(N)c(C#N)c(-c2cccs2)c1C#N
  1, 30, ?, 1.6, -5, 3, -24, -3, 6
> O=S(=O)(NCCc1csc2nc(-c3ccccc3)nn12)c1ccc(Oc2ccccc2)cc1
  -31, ., 0.7%, 1.2, -1, -2, ., -2, 4
> CN(CC(=O)Nc1cccc(S(=O)(=O)N(C)C)c1)Cc1ccccc1
  -6, 33*, 1.0%, -0.7, 12, -28, -17, ., 10
> O=C(COc1coc(CN2CCN(c3ccccc3)CC2)cc1=O)Nc1ccccc1
  -16, 26, 0.3%, 46*, 1, -6, -5, -8, 1
> Cc1ccc(Cl)c(OCC(=O)Nc2cccnc2)c1
  -6, 4, 0.7%, -0.6, 0, 12, -17, -10, 13
> O=S(=O)(c1ccc(F)cc1)N(CC(O)Cn1c2ccccc2c2ccccc21)c1ccccc1 (configuration not stated)
  ., ., 0.0%, 0.3, 0, 4, 17, 6, 4
> Cc1cc(N2CCOCC2)n2nc(-c3cccc(F)c3)cc2n1
  -10, 0, 20%, 1.7, 12, -6, -1, 4, -2
> O=[n+]1c2c(n([O-])c3c1CCCC3)CCCC2
  -10, -8, 2.7%, 0.3, 8, 2, -22, -4, 4
> O=C(COC(=O)Cc1ccccc1F)Nc1ccc2[nH]c(=O)[nH]c2c1
  -3, 0, 1.1%, -0.7, 13, 8, 25, -2, 2
> Cc1ccc(NC2=C/C(=N/S(=O)(=O)c3cccs3)c3ccccc3C2=O)cc1C
  -6, -6, -0.6%, 0.7, 20, 0, -45*, 0, -2
> COc1cc(C(=O)OCC(=O)NCc2ccco2)cc(OC)c1OC
  1, 14, 2.9%, -0.3, 12, -8, 0, -3, 1
> Cc1ccc(-c2cc(C(=O)NCc3ccccc3)c3c(-c4ccc(C)cc4)[nH]nc3n2)cc1
  ., ., 2.0%, 0.8, -3, ., 14, -2, 9

2 records picked at random from those above, as already listed:
The line under a structure holds: RXFP1 antag, D2 antagonist, RXFP1 agonist, D2 ag, TRHR PAM, D2 PAM, D1 antag, D1 potentiator, D1 ag
> Cn1nnnc1Sc1ncnc2scc(-c3ccc(Br)cc3)c12
  ., ., ., ., -1, ., -24, -3, 8
> CCCCN(C)C(=O)C1CCN(Cc2ccc(OCc3ccccc3)cc2)CC1
  3, ., 0.7%, ., -7, -18, 7, -2, 14

Only part of the results is shown; rates above refer to the full screens.
